Bioassay records from PubChem BioAssay.
Rab9 promoter act = activators of Rab9 promoter. Huh7 Rab9 promoter-luciferase reporter, luminescence, 24 h. Potency, µM (titrated, usually from 9.22 µM), without a hit: top-dose activation, negative = inhibition, most hits filed as activators. actives 2.8% (n = 320,000). AID 485297; note: potency is the fitted concentration of half-maximal effect; % of control where 0% means no effect; nearly all actives have a fitted effect of over 60% in size
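Cell-based reporter: Huh7 stable for Rab9 promoter-driven luciferase, plated in reduced-serum medium with 10% FBS at 1500 cells/well, compound-treated 24 h at 37 °C, luminescence read after 10 min reagent.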
p53 reactivation = restores transcriptional activity of mutant p53. H1299 p53-A138V BP100-luciferase reporter, luminescence, 24 h. Potency, µM (highest dose often 92.2 µM), for inactives: top-dose activity change, positive = activation, most hits filed as activators. actives 0.063% (n = 320,000). AID 504706; note: potency is the fitted concentration of half-maximal effect; % of control where 0% means no effect; nearly all actives have a fitted effect of over 45% in size
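p53-null H1299 cells stably carrying temperature-sensitive p53-A138V and a BP100-luciferase reporter were pinned with compounds (4-point, 1:5 series) and held 24 hrs at 37 deg C. Luminescence was read 10 min after detection reagent.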
ELG1 genotox = inducers of genotoxicity in HEK293T ELG1-luciferase cells; HEK293T ELG1-luciferase reporter, luminescence, 16 h; Potency, µM (titrated, usually from 46 µM), for the others: at the top dose activity change, positive = activation, hits mostly activators; actives 1.3% (n = 330,000); AID 504466; note: potency is the fitted concentration of half-maximal effect; % of control where 0% means no effect; nearly all actives have a fitted effect of over 60% in size
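Reporter readout depends on ELG1 protein level, which increases with genetic stress. After 16 hr compound exposure at 37 °C, luciferase activity was quantified using ONE-Glo.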
Giardia killer = Giardia lamblia killing | Giardia lamblia trophozoite viability | activity change, % at 7.66 µM, hits read low | actives 0.15% (n = 340,000); in the data active = activity change below about -80%; inconclusive = between about -30% and that limit;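 note: parasites exposed to compound for two days anaerobically before the ATP read; % is set by controls: 0 for no effect and ±100 for the full control effect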
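Giardia lamblia trophozoites (100 cells/well) were incubated with compounds for 48 h at 37 deg C under anaerobic conditions. Viability was read as ATP content by one-step luminescence after 15-30 min at room temperature.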
PKM2 act = PKM2 (human) enzyme activation. P14618. purified PKM2, Kinase-Glo ATP luminescence, activation; response scale: 0% is enzyme alone, no compound. Potency, µM (series often up to 57.5 µM), without a hit: top-dose activation, most hits filed as activators. actives 0.34% (n = 260,000); note: potency is the fitted concentration of half-maximal effect; % is set by controls: 0 for no effect and ±100 for the full control effect; nearly all actives have a fitted effect of over 55% in size
Target sequence (P14618 whole entry, looked up): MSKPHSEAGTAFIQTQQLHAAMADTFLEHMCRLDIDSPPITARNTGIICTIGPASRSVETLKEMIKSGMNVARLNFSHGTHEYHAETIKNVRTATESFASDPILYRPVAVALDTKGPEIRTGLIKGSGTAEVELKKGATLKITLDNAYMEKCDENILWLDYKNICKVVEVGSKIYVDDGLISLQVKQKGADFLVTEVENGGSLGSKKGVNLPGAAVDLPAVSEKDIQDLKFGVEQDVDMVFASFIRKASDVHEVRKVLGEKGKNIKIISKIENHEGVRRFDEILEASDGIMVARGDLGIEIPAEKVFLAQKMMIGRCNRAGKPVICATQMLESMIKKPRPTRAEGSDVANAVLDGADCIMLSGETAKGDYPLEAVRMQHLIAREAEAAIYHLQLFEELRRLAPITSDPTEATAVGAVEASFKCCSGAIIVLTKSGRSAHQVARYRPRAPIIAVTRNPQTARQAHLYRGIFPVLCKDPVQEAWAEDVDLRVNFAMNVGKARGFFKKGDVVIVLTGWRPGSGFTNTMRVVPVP
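Kinase-Glo luminescence reports ATP generated from ADP (0.1 mM) and PEP (0.5 mM) by purified hPK-M2 after 1 h at room temperature, pH 7.2 imidazole buffer; intermediate enzyme activity allows detecting inhibitors and activators.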
BRCA1 expr up = BRCA1 expression activation. actives 1.1% (n = 380,000). Potency, µM (doses to about 46.1 µM), inactives show top-dose activation, usual class: activators. MCF7-BRCA1-FFLuc reporter, luminescence, 48 h; response scale: scaled: vehicle 0%, 10 µM genistein 100%; note: potency is the fitted concentration of half-maximal effect; nearly all actives have a fitted effect of over 80% in size; some results filed as inactive show a strong effect at the top dose
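MCF7 cells carrying a BRCA1-firefly luciferase reporter (2000 cells/well, phenol-red free MEM) were attached for 2 h at 37 °C, then given compounds for 48 h. Luminescence was read 15 min after luciferase reagent; activity normalized to genistein (10 microM) and DMSO.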
FLuc counter = firefly luciferase modulation, counter-screen for miR-21 project; purified FLuc, Km substrates, luminescence inhibition; Potency, µM (titrated, usually from 57.5 µM), inactives show top-dose activity change, negative = inhibition, usual class: inhibitors; actives 6.9% (n = 360,000); AID 588342;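 note: potency is the fitted concentration of half-maximal effect; plate controls were vehicle for no effect and reference inhibitor for full effect; nearly all actives have a fitted effect of over 55% in size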
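Purified P. pyralis luciferase (10nM final) with 10uM D-luciferin and 10uM ATP (Km levels) in 50mM Tris acetate pH 7.5, 10mM Mg acetate, 0.01% Tween-20, 0.05% BSA; qHTS 6-point titration, ~60 µM downward; luminescence read.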
Menin-MLL TR inh = inhibitors of human menin-MLL interaction, mutant MLL peptide | Potency, µM (highest dose often 61.6 µM), without a hit: at the highest dose FP activity change, negative = inhibition, actives largely listed as inhibitors | O00255 | AID 1768 | Menin + Texas Red MLL mutant peptide, fluorescence polarization | actives 0.23% (n = 270,000); active = well fitted inhibition curve with a large enough effect in the polarisation, with a control signal flat, not every such curve was filed as active; inconclusive = small, poorly fitted or top-dose-only effect, or effect the other way, or a change in a side signal; inactive = no such curve, though single readings can be large or run the other way; the % refers to the polarisation; note: potency is the fitted concentration of half-maximal effect; % of control where 0% means no effect; many of its hits are not listed in these tables
VP16 counter = counter-screen for ROR gamma inhibitors: Gal4-VP16 reporter | Drosophila S2 Gal4-VP16 UAS-luciferase, luminescence, 20 h | Potency, µM (series often up to 53.6 µM), for inactives: at the top dose activity, negative = inhibition, actives largely listed as inhibitors | actives 3.5% (n = 310,000) | AID 2546;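 note: Gal4-VP16 expression switched on by copper sulfate through the metallothionein promoter; potency is the fitted concentration of half-maximal effect; % is set by controls: 0 for no effect and ±100 for the full control effect; nearly all actives have a fitted effect of over 50% in size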
NPC1 promoter act = NPC1 promoter activation; Huh7 NPC1 promoter luciferase reporter, 24 h; Potency, µM (highest dose often 9.22 µM), for inactives: at the highest dose activation, most hits filed as activators; actives 2.4% (n = 320,000); AID 485313;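 note: potency is the fitted concentration of half-maximal effect; % of control where 0% means no effect; nearly all actives have a fitted effect of over 60% in size; reporter is driven by a mutant NPC1 promoter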
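Stably transfected Huh7 (NPC1 promoter→luciferase), 1500 cells/well in Opti-MEM + 10% FBS, 2 h settle, then compound 24 h at 37 °C. Luminescence after 10 min with Amplite reagent.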
RORg inh = ROR gamma (mouse) transcription inhibition; P51450; Drosophila S2 Gal4-RORgamma UAS-luciferase reporter, 20 h; Potency, µM (highest dose often 53.6 µM), without a hit: top-dose activity change, negative = inhibition, most hits filed as inhibitors; actives 5.4% (n = 310,000); AID 2551; note: potency is the fitted concentration of half-maximal effect; % is set by controls: 0 for no effect and ±100 for the full control effect; nearly all actives have a fitted effect of over 60% in size
Target sequence (P51450 whole entry, looked up, the tested form may be a part): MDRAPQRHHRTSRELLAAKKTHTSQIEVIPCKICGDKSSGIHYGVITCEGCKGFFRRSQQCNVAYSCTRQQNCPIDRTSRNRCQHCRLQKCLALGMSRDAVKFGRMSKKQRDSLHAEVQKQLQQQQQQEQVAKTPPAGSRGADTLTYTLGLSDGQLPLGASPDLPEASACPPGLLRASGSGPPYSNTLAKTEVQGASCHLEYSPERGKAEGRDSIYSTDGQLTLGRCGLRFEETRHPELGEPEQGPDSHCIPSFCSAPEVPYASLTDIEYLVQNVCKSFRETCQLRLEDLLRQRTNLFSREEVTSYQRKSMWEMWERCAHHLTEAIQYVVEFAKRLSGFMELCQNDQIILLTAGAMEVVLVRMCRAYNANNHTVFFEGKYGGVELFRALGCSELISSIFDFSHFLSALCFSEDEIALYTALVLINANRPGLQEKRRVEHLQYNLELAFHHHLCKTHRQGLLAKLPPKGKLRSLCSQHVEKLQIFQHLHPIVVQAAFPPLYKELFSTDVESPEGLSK
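Luciferase reporter read in Schneider cells carrying Gal4-RORγ (mouse) and UAS-Photinus luciferase; cells given compound 1 h before 700 uM copper sulfate induction, then incubated 20 h at ambient temperature.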
The depositor's hits bear a star; ? = inconclusive; nt = no result given; & = joins results of further samples; [ ] = dose if it differs, or a comment. Unless noted, calls come from the whole dose curve; as a rule, active = well fitted curve in the direction sought with a large enough effect; inconclusive = small, poorly fitted or top-dose-only effect, or another doubt; inactive = no such curve, though single readings can be large; an effect the other way counts as inactive or inconclusive. This is a subset, so the mix of outcomes need not match the whole.

canonical_smiles	ELG1 genotox	RORg inh	p53 reactivation	PKM2 act	FLuc counter	VP16 counter	Menin-MLL TR inh	NPC1 promoter act	Rab9 promoter act	Giardia killer	BRCA1 expr up
CCOC(=O)/C(=N\Nc1ncnc2ccccc12)c1ccc(C)cc1	?	5.6µM*	?	nt	12µM*	13µM*	-13%	?	?	5	6%
Cc1cc(C(=O)CN2C(=O)NC3(CCC(C)CC3)C2=O)c(C)n1C (stereo not drawn)	3%	9%	-1%	1%	0%	-8%	0%	-5%	-16%	-1	-10%
Clc1ccc(OCc2nnc(-c3ccccc3Br)o2)c(Cl)c1	?	21%	?	-4%	6µM*	-1%	-16%	3.2µM*	4µM*	-8	3.2µM*
CCOCC(=O)N1CCN(c2ccc(F)cc2)CC1	-5%	-11%[0.365 µM]	-9%	-5%	2%	nt	-2%	0%	1%	10	-2%
Cc1cccc(Nc2c([N+](=O)[O-])c(=O)n(C)c3ccccc23)c1	1%	-20%	-6%	2%	21µM*	1%	-12%	-1%	-4%	15	-4%
C=CCN(CC=C)C(=S)NC(=O)c1ccc([N+](=O)[O-])cc1	-9%	0.13µM*	0%	-10%	4%	0.13µM*	0%	5%	-1%	19	-46%
COC(=O)c1c(NC(=O)c2c(Cl)cnn2C)sc(C)c1C	2%	4%	-2%	-8%	1%	4%	15%	-10%	-6%	11	-1%
COc1ccc(NC(=O)CSc2nnc(NC(=O)C3CCC3)s2)cc1	0%	0%	6%	-2%	0%	-6%	?	3%	14%	-15	-16%
N#C/C(N=Nc1ccccc1O)=N\Nc1ccccc1O	20%	nt	?	nt	?	nt	nt	20%	-31%[inhibitor]	-7	-62%
OCCN(Cc1nc(-c2ccc3c(c2)OCO3)no1)Cc1cccs1	8%	?	3%	16%	?	15%	?	-3%	18%	-6	73%
Cc1ccc(C(=O)CSc2nnc3ccccn23)c(C)c1	4.6µM*	?	-4%	-2%	2.7µM*	-8%[10 µM]	-3%	2µM*	0.79µM*	-3	9%
CCOC(=O)Cc1csc(SCC(=O)Nc2cc(C)ccc2OC)n1	-1%	15%	-4%	8%	-1%	-3%	-3%	0%	1%	2	-19%
CC(C)c1nc(C(=O)N2CCCC(N3CCN(c4cccc(Cl)c4)CC3)C2)cs1 (stereo not drawn)	-7%	nt	nt	0%	0%	nt	-29%	-4%	3%	6	-31%
COCCN(C(=O)Cc1cccs1)C(C(=O)NCc1ccc(OC)cc1)c1ccc(OC)cc1 (stereo not drawn)	-5%	10%	-5%	-13%	-1%	-5%	-18%	1%	-1%	-6	-1%
CN(Cc1ccccc1)C(=O)c1ccc(NC(=O)Cc2cccc(NC(=O)C3CCCN(C(=O)C4CCCCC4)C3)c2)cc1 (stereo not drawn)	-4%	nt	15%	nt	-10%	nt	nt	2%	-2%	20	9%
COc1cc(C(=O)NCC(=O)OCn2nnc3ccccc3c2=O)cc(OC)c1OC	2%	7%	0%	3%	-3%	-7%	1%	-1%	-6%	5	-3%
C=CCSc1nnc2c(n1)OC=Nc1ccccc1-2	2%	7%	3%	7%	-6%	4%	16%	-1%	12%	-4	-4%
COc1cccc(/C=C(/C(=O)OCC(=O)NC2CCCC(C)C2C)c2ccccc2)c1 (stereo not drawn)	-9%	?	22%	0%	-2%	?	-18%	0%	-9%	-1	-55%
Cc1ccc(N2C(=O)N3[C@H]4c5ccccc5OC[C@@H]4[C@@H](c4ccccc4)[C@@]3(C)C2=O)cc1	0%	-10%	11%	0%	-1%	-2%	1%	-3%	-1%	-2	1%
Cc1ccc(CSc2ccc(S(=O)(=O)N3CCCCC3)cn2)cc1	-4%	nt	12%	nt	4%	nt	nt	1%	-3%	-15	-13%
NS(=O)(=O)c1ccc(NC(=O)CSc2ccc3ccccc3n2)cc1	-1%	-15%	2%	-10%	2%&2%	0%	?	1%	-6%	1	-23%
CC(=O)c1cccc(NC(=O)/C(=C\c2ccco2)NC(=O)c2cccs2)c1	-2%	-7%	-5%	0%	-10%	-5%	nt	1%	3%	-10	-17%
O=C(O)CCn1c(SCc2cccc3ccccc23)nc2ccccc21	5%	40%	7%	-2%	?	22%	6%	-1%	11%	15	47%
CC(C)(C)OC(=O)N1CCC(CC2CC(c3cccc(Br)c3)=NO2)(C(=O)NCC2CCCCC2)CC1 (stereo not drawn)	1%	-37%	nt	1%	-2%	-16%	?	2%	0%	7	-35%
COc1ccc(/C=N/NC(=O)c2cnccn2)cc1O	?	15%[10 µM]	?	-2%	12µM*	21%	4%	3%	-3%	-6	46%
CCOC(=O)c1ccc(NC(=O)N2CCN(C(=O)c3ccco3)CC2)cc1	-1%	-20%	1%	4%	-16%	3%	-1%	-1%	-3%	9	16%
COc1ccc(N=C2SC(CC(=O)Nc3ccccc3)C(=O)N2Cc2ccccn2)cc1 (stereo not drawn)	-8%	8%	2%	-2%	-11%	-5%	?	0%	0%	-28	0%
CN(C(=O)CSc1nnc(-c2ccncc2)n1C)C1CCS(=O)(=O)C1 (stereo not drawn)	0%	12%	0%	-1%	1%	1%	9%	-2%	6%	1	-22%
CCOC(=O)c1c(C)n(-c2ccccc2)c2ccc(OCCN(C)C)cc12	-2%	-39%	-7%	nt	-8%	-5%	?	-4%	-3%	0	-29%
COc1ccc(CNC(=O)C2(C)Cc3ccccc3C(=O)O2)cc1 (stereo not drawn)	-4%	16%	14%	15%	1%	-5%	1%	-2%	-8%	-5	18%
COc1ccccc1C#Cc1ccc2c(=O)c3ccccc3n(C)c2c1	0%	?	2%	-3%	?	3%	31%[activator]	-1%	-4%	-11	12%
CCC(=O)NC(=S)Nc1ccc(N2CCOCC2)cc1	?	1%	1%	7%	?	-18%	19%	16%	?	23	?
C[C@@H]1O[C@@H](OC2C(O)C(OCCc3ccc(O)c(O)c3)OC(CO)C2OC(=O)/C=C/c2ccc(O)c(O)c2)[C@H](O)[C@H](O)[C@H]1O (stereo partly drawn)	-1%	nt	-1%	nt	1%	nt	nt	1%	0%	nt	nt
CCOc1ccc(NC(=O)c2ccc(NC(=O)c3ccc(CN4CCOCC4)cc3)cc2)cc1	?	-4%	-1%	7%	-6%	1%	nt	-2%	-14%	38[activator]	15%
COc1ccc(CC(=O)Nc2ccncc2Cl)cc1	-8%	3%	8%	1%	-11%	3%	nt	-4%	-3%	-7	-6%
c1ccc(CCN2CN=C(Nc3nc4ccccc4o3)NC2)cc1	18µM*	0%	10%	-2%	?	?	33%	28%	?	5	7.9µM*
CC(C)N(Cc1ccccc1)C(=O)CN1C(=O)NC2(CCCCCC2)C1=O	0%	nt	-8%	nt	4%	nt	nt	-8%	-1%	3	-4%
CCN1CCN(C(=O)c2ccc3c(c2)N(Cc2ccccc2)C(=O)c2ccccc2S3=O)CC1 (stereo not drawn)	-2%	-12%	9%	-5%	1%&-1%	1%	4%	1%	6%	-9	-29%&-11%
CC(NCC(O)COCc1ccc(Cl)cc1)c1ccccc1 (stereo not drawn)	-10%	3%	3%	3%	5%	19%	-24%	-3%	0%	-1	10%
CC(Oc1cccc(Cl)c1)C(=O)Nc1cc(=O)n(C)c(=O)n1C (stereo not drawn)	0%	-33%	4%	15%	12%	9%	19%	-3%	-9%	-12	-37%
CCOc1ccc(C(=S)NC2CCCCC2)cc1	14%	25%	?	12%	12µM*	-5%	?	3.2µM*	?	-20	10µM*
Nc1nnc(-c2ccc(Cl)c([N+](=O)[O-])c2)s1	-6%	-21%	-8%	-3%	-2%	10%	?	-4%	1%	-7	1%
S=C(NCC1COc2ccccc2O1)Nc1ccccc1 (stereo not drawn)	-6%	6%	-5%	13%	1%	-11%	21%	-1%	-4%	9	7%
COc1cc(/C=N/NC(=O)c2ccc(CSc3nc4ccccc4[nH]3)cc2)cc(OC)c1OC	-18%	-5%	-4%	4%	?	-19%	-3%	1%	1%	8	-44%
